# High-throughput results as filed in PubChem.
# LYP inhibition – inhibitors of LYP phosphatase, biochemical, fluorescence intensity, uHTS (AID 1779) | Tyrosine-protein phosphatase non-receptor type 22 (Homo sapiens) | recombinant LYP phosphatase, fluorescence intensity; higher % means a stronger effect | one-dose inhibition, % at 11.5 µM; IC50 in µM for titrated hits | actives 0.054% (n = 290,000);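 note: plate controls were vehicle with enzyme for no effect and no enzyme for full effect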
# Hep lipid drop – inhibitors of hepatocyte lipid droplet formation, primary screen, imaging, high-throughput imaging, BODIPY stain; AML12 mouse hepatocytes, oleate lipid droplets; inhibition, % at 6.5 µM; actives 0.4% (n = 240,000); AID 1656, 2009;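 active = lipid droplet intensity inhibited by at least 50%, with more than 500 cells counted; inconclusive = wells with under 300 cells, treated as cytotoxic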
#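 Material – AML12 mouse liver cells · Also added – oleate loading, 100 µM · Compound dosing – 6.5 µM single-point dosing · Times – overnight treatment with compound plus oleate · Measured by – fluorescence imaging, 20x objective, two fields per well · Read-out – percent inhibition of filter-corrected integrated lipid droplet intensity per well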
# NOD2 inhibition – NOD2 signaling inhibitors, cell-based, luminescence, uHTS, HEK293 (AID 1566); inhibition, % at 4 µM, or EC50 in µM where a hit was titrated; actives 0.63% (n = 290,000); HEK293 NOD2/NF-kB luciferase reporter, luminescence; higher % means a stronger effect; note: many of its hits are not listed in these tables
# M1AAP inhibition – P. falciparum M1AAP inhibitors, biochemical, fluorogenic H-Leu-NHMec substrate, 1536-well (AID 1445) | Aminopeptidase N (Plasmodium falciparum (isolate 3D7)) | recombinant M1AAP, H-Leu-NHMec fluorogenic kinetic assay; higher % means a stronger effect | one-dose inhibition, % at 30 µM; IC50 in µM for titrated hits | actives 0.42% (n = 220,000);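 active = primary inhibition above the hit cutoff, then over 50% inhibition at one or more dose response concentrations, cut at about 23% in these data, passing the limit was not always enough; inconclusive = conflicting primary data, or primary hits not chosen for dose response; inactive = low primary inhibition, or under 50% at every dose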;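 note: plate controls were DMSO full reaction for no effect and no enzyme background for full effect; strong numbers were not always called active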
# XIAP displacement – XIAP antagonists, biochemical, IAP family, fluorescence polarization (AID 1018); E3 ubiquitin-protein ligase XIAP (Homo sapiens); XIAP BIR domain, fluorescence polarization peptide displacement; higher % means a stronger effect; one-dose displacement, % at 20 µM; IC50 in µM for titrated hits; actives 0.007% (n = 200,000); in the data active = displacement above about 50%; note: a part of the inactive calls stands beside numbers as strong as those of hits
# M17LAP inhibition – P. falciparum M17LAP inhibitors, primary screen, biochemical, fluorogenic H-Leu-NHMec substrate, 1536-well (AID 1619). Leucine aminopeptidase (Plasmodium falciparum (isolate 3D7)). actives 0.38% (n = 220,000). inhibition, % at 30 µM, or IC50 in µM where a hit was titrated. recombinant M17LAP, H-Leu-NHMec fluorogenic kinetic assay; higher % means a stronger effect;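 active = compound inhibiting the enzyme by more than half at any dose during confirmatory dose-response retesting; inconclusive = strong single-dose inhibitors picked by rank but not retested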;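 note: plate controls were full reaction with DMSO carrier for no effect and no enzyme background for full effect; strong numbers were not always called active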
# SIAH1 antagonists – Siah-1 peptide-binding antagonists, primary screen, biochemical, fluorescence polarization, rhodamine-plectin, uHTS (AID 1817) | E3 ubiquitin-protein ligase SIAH1 (Homo sapiens) | Siah-1 / rhodamine-plectin peptide fluorescence polarization; higher % means a stronger effect | displacement, % at 20 µM; hits with a dose series show IC50 in µM | actives 0.02% (n = 290,000);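 active = displacement of at least 50% at 20 µM, with a fluorescence ratio check between 0.3 and a set limit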;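 note: plate controls were Siah plus tracer with DMSO for no effect and tracer alone without Siah for full effect; strong numbers were not always called active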
# CSM14.1 death rescue – rescue of cells from ER stress-induced death, primary screen, 384-well, CSM14.1, thapsigargin, ATP luminescence (AID 1222); CSM14.1 thapsigargin-induced death rescue, ATP luminescence; higher % means a stronger effect; cellular ATP content (survival), % at 20 µM, or EC50 in µM where a hit was titrated; 190,000 tested, under 10 active;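 active = EC50 below 50 µM in the dose-response confirmation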;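 note: death triggered by thapsigargin at about 15 µM added after 2 h compound pretreatment; cell ATP read after overnight thapsigargin exposure of roughly 18 to 22 hours; normalized against plate controls of thapsigargin alone and 5% DMSO vehicle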
# AID2073 – inhibitors of Mint1-CaV2.2 protein interaction, biochemical, HTRF (AID 2073); actives 0.19% (n = 290,000); inhibition, % at 20 µM, or IC50 in µM where a hit was titrated; HTRF protein-protein interaction, Mint1-CaV2.2; higher % means a stronger effect; Voltage-dependent N-type calcium channel subunit alpha-1B (Homo sapiens); in the data active = inhibition mostly above about 51%, no sharp cut-off; inconclusive = no clear call, values can overlap the other calls; inactive = mostly below about 53%; note: some results filed as inactive read as strong as hits
# Hep lipid drop cells 6.5 µM – also measured in Hep lipid drop; calls as there; cell count; measured here: cell count, cytotoxicity flag;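 cells counted across two imaged fields per well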
# * marks the source's active call; other numbers are inactive results; ? = inconclusive; . = no result given. Cut-off read from the data, not from the text of the source, unless noted: active = inhibition above about 50%; inactive = the rest.
1. O=C(Nc1c(C(=O)Nc2cccc(F)c2)oc2ccccc12)c1ccc2c(c1)OCO2
2. Cc1ccc(C)c(NC(=S)N2CCC(NC(=O)c3ccc(F)cc3)CC2)c1
3. COc1ccccc1N1CCN(C(=O)C(=O)c2cn(CC(=O)N3CCCCCC3)c3ccccc23)CC1
4. CCC(CC)C(=O)Nc1cccc(/C(C)=N/NC(=O)c2c(Br)cnn2C)c1
5. COc1ccc(N2C(=O)C3CCCN3C2c2ccc(Cl)cc2)cc1 (stereo unspecified)
6. O=C(Nc1ccccc1F)Oc1cccc(OC(=O)Nc2ccccc2F)c1
7. Cc1ccccc1Nc1ncnc2c1cnn2C
8. Cc1cccc(NC(=O)CSc2nc(C)c(CC(=O)c3ccc(Br)cc3)c(C)c2C#N)c1C

Screen / compound no.	1	2	3	4	5	6	7	8
LYP inhibition	-5%	-6%	5%	-7%	-7%	-7%	-6%	-8%
Hep lipid drop	.	-24	-24	.	.	2	-9	10
Hep lipid drop cells 6.5 µM	.	761	722	.	.	721	772	786
NOD2 inhibition	-12%	-3%	-14%	5%	15%	-56%	-15%	-3%
M1AAP inhibition	-3%	.	.	?	10%	6%	.	8%
XIAP displacement	-4.2%	.	.	-3.1%	-4.8%	.	.	-6.0%
M17LAP inhibition	14%	.	.	16%	-8%	-2%	.	0%
SIAH1 antagonists	2%	3%	2%	-2%	2%	7%	7%	5%
CSM14.1 death rescue	-0.3%	.	.	1.1%	0.2%	.	.	-1.2%
AID2073	?	-11%	6%	11%	2%	12%	0%	8%

9. COc1ccc(N2CCN(CC(O)COc3cc(C)ccc3C)CC2)cc1 (stereo unspecified)
10. CCN(CCn1cccn1)C(=O)C1CCC(=O)N(CC2CCCCC2)C1 (stereo unspecified)
11. Cc1ccc2c(cnn2C(=O)CCC(=O)NCc2cccc(Br)c2)c1
12. COc1ccc(C(=O)/C=C/c2cccs2)c(OC(=O)c2cccc([N+](=O)[O-])c2)c1
13. CN(C)C=Nc1ccc2nc3c(cc2c1)[nH]c1ccccc13
14. O=C1Nc2cc(Cl)ccc2C1(N1CCNCC1)C(F)(F)F (stereo unspecified)
15. CCc1ccc(NC(=O)CC2NCCNC2=O)cc1 (stereo unspecified)
16. Cc1c(C(=O)NCCCN2CCOCC2)sc2ncnc(N3CCN(c4ccccc4)CC3)c12

Screen / compound no.	9	10	11	12	13	14	15	16
LYP inhibition	-8%	-7%	-8%	6%	-12%	-2%	-10%	-1%
Hep lipid drop	1	31	-2	-8	-15	.	-3	-6
Hep lipid drop cells 6.5 µM	429	750	759	664	791	.	741	763
NOD2 inhibition	5%	-3%	7%	-22%	-32%	0%	-10%	6%
M1AAP inhibition	.	.	.	3%	.	16%	3%	7%
XIAP displacement	.	.	.	-5.2%	.	-2.7%	-3.6%	-3.9%
M17LAP inhibition	.	.	.	-4%	.	9%	2%	17%
SIAH1 antagonists	88%	-3%	-3%	2%	-2%	6%	4%	4%
CSM14.1 death rescue	.	.	.	-0.4%	.	-0.4%	-0.1%	0.9%
AID2073	-2%	5%	3%	-1%	40%	-1%	-1%	-4%

17. CCCCCCSc1nsc(NC(=O)CC(C)C)n1
18. COc1ccc(C(=O)NC(=S)Nc2nc(-c3ccc(OC)c(Br)c3)cs2)cc1Br
19. COc1ccc(S(=O)(=O)Cc2ccc(C(=O)N3CC(C)CC(C)C3)o2)cc1 (stereo unspecified)
20. Cc1ccc2[nH]c(=O)c(CN(CCO)Cc3nnnn3CCc3ccccc3)cc2c1
21. Cc1ccc2c(CN3CCN(Cc4ccccc4)CC3)cc(=O)oc2c1
22. COC(=O)c1c(NC(=S)NN2CCOCC2)sc2c1CCCC2
23. CCOc1c(S(=O)(=O)N2CCCC2)ccc(Cl)c1Cl
24. CCCCCOC(=O)Cn1c(=O)oc2ccccc21

Screen / compound no.	17	18	19	20	21	22	23	24
LYP inhibition	7%	-8%	-13%	-7%	-2%	-2%	4%	4%
Hep lipid drop	-5	18	-20	1	-29	-53	-1	-6
Hep lipid drop cells 6.5 µM	705	686	778	723	842	592	734	546
NOD2 inhibition	-76%	20%	19%	14%	-5%	-12%	6%	0%
M1AAP inhibition	0%	.	.	7%	.	10%	-6%	1%
XIAP displacement	-12%	.	.	-4.4%	.	-6.7%	-1.0%	-5.2%
M17LAP inhibition	-6%	.	.	12%	.	-3%	-3%	1%
SIAH1 antagonists	10%	-7%	5%	0%	-1%	5%	-7%	-1%
CSM14.1 death rescue	0.4%	.	.	-4.3%	.	-0.7%	-2.6%	-1.0%
AID2073	-6%	11%	-4%	3%	8%	-20%	14%	6%

25. O=C(CNC(=O)c1ccc(F)cc1)c1ccccc1
26. COCCN(CC1CCCN(C2Cc3ccccc3C2)C1)C(=O)CCC(F)(F)F (stereo unspecified)
27. O=C(NCCN1CCOCC1)c1cc(-c2ccc(F)cc2)on1
28. CN(C)c1ccnc(Nc2ccccc2)c1C#N
29. O=S(=O)(NCCSc1ccccc1)c1ccc(F)cc1
30. CC(C)NC(=O)C1CCN(C(=O)C(C(=O)c2ccccc2)n2cc(Cl)ccc2=O)CC1 (stereo unspecified)
31. COc1ccccc1-c1ocnc1C(=O)N1CCN(S(=O)(=O)c2ccc(NC(C)=O)cc2)CC1
32. CCn1c(=O)c2cc(C(=O)N3CCOCC3)sc2c2ccccc21

Screen / compound no.	25	26	27	28	29	30	31	32
LYP inhibition	-3%	-12%	-6%	0%	-8%	-3%	-8%	-3%
Hep lipid drop	-2	-3	.	-11	-4	-1	-3	.
Hep lipid drop cells 6.5 µM	772	798	.	673	727	722	735	.
NOD2 inhibition	-41%	7%	-44%	8%	4%	15%	-3%	8%
M1AAP inhibition	.	.	-4%	16%	-3%	-2%	.	11%
XIAP displacement	.	.	-3.1%	-5.7%	-4.0%	-7.4%	.	1.8%
M17LAP inhibition	.	.	2%	3%	-1%	-5%	.	6%
SIAH1 antagonists	5%	5%	2%	0%	2%	4%	0%	-2%
CSM14.1 death rescue	.	.	-1.4%	-0.3%	-2.8%	4.2%	.	2.8%
AID2073	3%	9%	3%	8%	-3%	18%	-2%	2%

33. Cc1oc(-c2ccc(Cl)cc2)nc1CS(=O)CC(=O)NC1CCCC1 (stereo unspecified)
34. CCCc1cc2c(cc1NC(=O)c1ccccc1C)OCO2
35. C/C(=N\NC(=O)C(O)(c1ccccc1)c1ccccc1)c1ccc(NC(=O)CCCC(=O)O)cc1
36. O=C(COC(=O)c1cc(S(=O)(=O)N2CCOCC2)c(Cl)cc1Cl)Nc1ncc(C(F)(F)F)cc1Cl
37. COC(=O)c1ccccc1OC(=O)c1cccnc1
38. Cc1ccccc1OC(=O)n1c(=S)oc2cc(Cl)ccc21
39. Cc1ccc2nc(SCC(=O)N3CCOCC3)[nH]c2c1
40. NC(=O)CC(NC(=O)c1ccccc1)c1ccc(NC2CCC2)c([N+](=O)[O-])c1 (stereo unspecified)

Screen / compound no.	33	34	35	36	37	38	39	40
LYP inhibition	3%	-6%	-10%	-1%	-6%	-6%	-4%	-3%
Hep lipid drop	10	.	-1	-2	-3	1	0	7
Hep lipid drop cells 6.5 µM	723	.	836	740	815	808	741	746
NOD2 inhibition	20%	1%	4%	-11%	16%	19%	-50%	21%
M1AAP inhibition	.	-1%	.	-1%	1%	2%	3%	2%
XIAP displacement	.	-0.1%	.	-7.8%	-13%	-25%	-0.6%	.
M17LAP inhibition	.	-12%	.	8%	15%	36%	-2%	-2%
SIAH1 antagonists	1%	-1%	-5%	-6%	3%	-3%	2%	7%
CSM14.1 death rescue	.	-2.2%	.	6.3%	-0.5%	-1.0%	-1.7%	.
AID2073	4%	-7%	6%	-11%	4%	-18%	-6%	26%

41. Cc1ccc(NC(=S)N(C)C(c2ccccc2)c2ccccc2)cc1C
42. N=c1n(CCN2CCCCC2)c2ccccc2n1CC(O)c1ccco1 (stereo unspecified)
43. CC(Oc1ccc(-c2ccccc2)cc1)C(=O)N/N=C/c1cccnc1 (stereo unspecified)
44. COCc1nc2ccccc2n1Cc1ccccc1
45. CC(C)(C)OC(=O)NCc1n[nH]c(=S)n1C1CC1
46. COc1cccc(CNC(=O)N[C@@H](C)C(=O)O)c1
47. NS(=O)(=O)c1ccc(CCNC(=S)Nc2ccc(S(N)(=O)=O)cc2)cc1
48. O=S(=O)(NCc1nnc2c(C(F)(F)F)cc(Cl)cn12)c1ccccc1

Screen / compound no.	41	42	43	44	45	46	47	48
LYP inhibition	-6%	-6%	-2%	-2%	-5%	-2%	-1%	1%
Hep lipid drop	.	2	9	2	11	-2	-12	4
Hep lipid drop cells 6.5 µM	.	656	811	799	724	725	617	690
NOD2 inhibition	5%	10%	12%	-1%	-7%	0%	-4%	1%
M1AAP inhibition	.	2%	.	3%	3%	2%	0%	.
XIAP displacement	.	.	.	-5.6%	.	.	1.9%	.
M17LAP inhibition	.	4%	.	12%	7%	-3%	8%	.
SIAH1 antagonists	-2%	-1%	2%	3%	0%	0%	-5%	4%
CSM14.1 death rescue	.	.	.	-3.0%	.	.	-1.6%	.
AID2073	4%	1%	-2%	?	-25%	-4%	-25%	-1%

# 4 of these compounds in another layout:
No.	structure	LYP inhibition	Hep lipid drop	Hep lipid drop cells 6.5 µM	NOD2 inhibition	M1AAP inhibition	XIAP displacement	M17LAP inhibition	SIAH1 antagonists	CSM14.1 death rescue	AID2073
31	COc1ccccc1-c1ocnc1C(=O)N1CCN(S(=O)(=O)c2ccc(NC(C)=O)cc2)CC1	-8%	-3	735	-3%	.	.	.	0%	.	-2%
32	CCn1c(=O)c2cc(C(=O)N3CCOCC3)sc2c2ccccc21	-3%	.	.	8%	11%	1.8%	6%	-2%	2.8%	2%
33	Cc1oc(-c2ccc(Cl)cc2)nc1CS(=O)CC(=O)NC1CCCC1 (stereo unspecified)	3%	10	723	20%	.	.	.	1%	.	4%
34	CCCc1cc2c(cc1NC(=O)c1ccccc1C)OCO2	-6%	.	.	1%	-1%	-0.1%	-12%	-1%	-2.2%	-7%

# Not all compounds are listed (hit frequency here may not be typical).
